EBV gp42 block: inhibitors of Epstein-Barr virus glycoprotein 42; Q1HVG2; Fluorescence polarization binding assay, mP read-out; inhibition, % (tested at 21.74 µM); hit rate 0.42% among 220,000; AID 1085; in the data active = inhibition above about 50%
Target sequence (Q1HVG2 whole entry, looked up): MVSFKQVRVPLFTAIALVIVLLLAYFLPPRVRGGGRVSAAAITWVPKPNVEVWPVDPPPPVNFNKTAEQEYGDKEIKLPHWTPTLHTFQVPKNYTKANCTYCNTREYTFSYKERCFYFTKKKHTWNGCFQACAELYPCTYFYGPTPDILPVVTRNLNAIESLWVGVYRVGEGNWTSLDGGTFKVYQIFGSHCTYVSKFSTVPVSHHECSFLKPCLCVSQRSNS
Thrombin inh: blocks human thrombin protease activity | P00734 | alpha-thrombin, Boc-VPR-AMC fluorogenic substrate cleavage | inhibition, % at 5 µM | hit rate 0.26% among 220,000 | AID 1046;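 active = inhibition at or above 40%; inactive = inhibition below 40%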;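 note: 0% = enzyme with no compound and 100% = wells without enzyme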
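Assay system: human alpha-thrombin enzyme. Reagent: Boc-VPR-AMC substrate, 15 µM final. Compound dosing: one concentration per compound, 5 µM, with 0.2% DMSO. Incubation: room-temperature reaction. Technique: AMC fluorescence, 355/460 nm. Measure: % inhibition relative to enzyme controls and enzyme-free blanks.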
PPC-1+TRAIL kill: compounds killing PPC-1 cancer cells with TRAIL present (potentiator screen, no TRAIL-free arm); hit rate 0.41% among 220,000; cell killing (% activity), % at 4 µM; PPC-1 cells + TRAIL, ATPLite viability luminescence;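 active = cell killing above 50% in the first pass at 4 µM, then a duplicate retest at 5 µM averaging 50% or more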;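 note: plate controls were cells with TRAIL plus DMSO for no effect and medium-only wells lacking cells for full effect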
TRPML3 agonist: human mucolipin-3 channel agonism. Q8TDD5. HEK293 TRPML3-YFP, Fluo-8 calcium fluorescence; 100% = the carbachol control signal. activation, % at 3 µM. hit rate 0.29% among 220,000;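 active = activation above its plate's cutoff, the mean activation of the plate's test wells plus 3 SD, cut at about 12% in these data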;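 note: 0% = DMSO only wells and 100% = carbachol wells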
Target sequence (Q8TDD5 whole entry, looked up): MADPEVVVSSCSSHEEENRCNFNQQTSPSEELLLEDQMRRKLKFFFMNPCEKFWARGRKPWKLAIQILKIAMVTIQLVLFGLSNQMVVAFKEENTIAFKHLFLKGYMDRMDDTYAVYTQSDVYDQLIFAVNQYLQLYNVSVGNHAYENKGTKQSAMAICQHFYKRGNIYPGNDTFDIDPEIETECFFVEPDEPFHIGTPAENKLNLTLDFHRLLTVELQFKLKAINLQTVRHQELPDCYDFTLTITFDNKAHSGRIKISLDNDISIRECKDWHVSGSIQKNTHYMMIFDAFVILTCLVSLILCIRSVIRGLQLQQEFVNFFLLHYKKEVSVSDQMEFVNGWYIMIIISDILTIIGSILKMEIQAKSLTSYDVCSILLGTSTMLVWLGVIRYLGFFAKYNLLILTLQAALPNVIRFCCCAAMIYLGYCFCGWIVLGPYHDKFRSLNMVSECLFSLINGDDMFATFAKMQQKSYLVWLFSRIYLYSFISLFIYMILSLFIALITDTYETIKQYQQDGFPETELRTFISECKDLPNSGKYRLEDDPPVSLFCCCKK
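system = HEK293 cells stably carrying human TRPML3-YFP | doses = one concentration, 3 µM nominal, 0.3% DMSO | timing = dye loading 1 h 37 °C then 30 min ambient, 125 s read | detection = Fluo-8 calcium dye fluorescence, ex 470-495, em 515-575 nm | benchmarks = high control carbachol 87 µM, low control DMSO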
TRPN1 ag: zebrafish TRPN1 (NompC) channel agonism | activation, % at 3 µM | AID 1424 | hit rate 0.18% among 220,000 | HEK293 zebrafish TRPN1-YFP, Fluo-8 calcium fluorescence; 100% = response to 87 µM carbachol;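 active = activation above its plate's cutoff, the mean activation of test wells on that plate plus 3 SD, cut at about 19% in these data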;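 note: 0% = DMSO alone and 100% = 87 µM carbachol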
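Material – zebrafish TRPN1-YFP in HEK293 cells · Doses – 3 µM single point · Schedule – dye 1 h 37 °C plus 30 min RT · Signal – Fluo-8 calcium fluorescence, excitation 470-495 nm, emission 515-575 nm · Read-out – % activation versus carbachol response · Control set – carbachol high, DMSO low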
Tb hexokinase: T. brucei hexokinase 1 inhibition. inhibition, % at 10 µM. AID 1430. hit rate 0.11% among 220,000. recombinant TbHK1, G6PDH-coupled NADH A340;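 active = inhibition of 50% or more in the single-dose primary screen; inactive = inhibition below 50%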
Furin inhibitor: blocks human furin protease activity. purified furin, fluorogenic substrate cleavage. inhibition, % at 30 µM. hit rate 0.061% among 220,000. AID 463115; in the data active = inhibition above about 25%; note: inactives centre near -15
Cl transport mod: modulators of human KCC2 chloride dependent transport; B-score of Tl+ flux slope (higher = more flux/activation; lower = inhibition) at 10 µM; KCC2 cells, thallium flux FluoZin-2 fluorescence; Q9H2X9; hit rate 2.2% among 190,000;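 active = thallium flux slope and its plate-corrected score both differing from the plate sample mean at a set confidence after two filtering rounds, in either direction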;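 note: slope of fluorescence scaled to starting intensity during 10 to 20 s after thallium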
m-calpain inh: inhibitors of pig calpain II. purified calpain II, fluorogenic peptide substrate, 30 min. inhibition, % at 16 µM. hit rate 0.37% among 220,000. AID 1236;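 active = inhibition above about 50%, limit read from the data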
The depositor's hits bear a star; i = inactive; . = not tested or not shown; [ ] = dose if it differs, or a comment.

item | Structure | EBV gp42 block | Thrombin inh | PPC-1+TRAIL kill | TRPML3 agonist | TRPN1 ag | Tb hexokinase | Furin inhibitor | Cl transport mod | m-calpain inh
1 | Cc1ccc(S(=O)(=O)NC(=O)NCc2ccc(F)cc2)cc1 | 4 | -2 | 17 | 0.4 | -1.2 | -2 | -13 | -0.033 | -23
2 | CCN(CC)CCC(C)OC(=O)c1ccc(O)cc1O (centres undefined) | -9 | -12 | 9 | 1.2 | 2.3 | -10 | -28 | -0.29 | -19
3 | COc1ccccc1-n1c(=O)c2c3c(sc2n2c(SC(C)C)nnc12)CCC3 | 10 | -7 | 37 | 0.3 | -0.7 | -5 | -2 | -0.035 | 1
4 | COc1cc(NS(=O)(=O)c2ccc(NC(=O)CN3C(=O)c4ccccc4C3=O)cc2)nc(OC)n1 | -6 | 11 | -7 | 0.7 | 0.7 | -3 | -24 | -0.2 | -35
5 | COc1ccc(/C=N/N=C2/NC(=O)C(CC(=O)O)S2)cc1OCc1ccccc1Cl (centres undefined) | -10 | 2 | 33 | 0.6 | 0.9 | -38 | -16 | 0.4 | -26
6 | OC(COc1ccc(OCc2ccccc2)cc1)CN1CCCCC1 (centres undefined) | -6 | -4 | -4 | 0.3 | 1.1 | 11 | -14[20 µM] | -0.46 | -28
7 | Cc1ccc(O)c(-c2cc(-c3cccc(F)c3)n[nH]2)c1 | 13 | -2 | 27 | 1.4 | -0.5 | 1 | -7[20 µM] | . | 34
8 | CC(=O)N1CCN(C(=S)c2ccc(Cl)cc2)CC1 | -17 | -3 | -7 | 0.6 | 1.1 | 2 | -18 | 0.89 | -7
9 | NC(CO)c1cn([C@@H](CCC(=O)O)C(=O)N2CCNCC2)nn1 (some centres undefined) | -15 | 3 | 7 | 0.1 | 1.4 | -1 | -27 | 1.8 | 4
10 | COC(=O)c1[nH]c2ccccc2c1NC(=O)CCN1CCN(C2CCCCC2)CC1 | -22 | 4 | -11 | 0.9 | 1.0 | -5 | -19 | 0.24 | -8
11 | Cc1cc(/C=N/NC(N)=O)c(C)c(CO)c1 | -9 | 1 | 9 | 0.0 | 1.2 | 6 | -17 | . | -21
12 | Cc1c(-c2ccccc2)n[nH]c1C(=O)NN | -20 | -7 | 2 | 1.2 | 1.1 | 2 | -13 | . | -23
13 | O=C1CCCC(=NCc2ccco2)C1 | -10 | 3 | 21 | 1.0 | -0.9 | -12 | -22 | . | -24
14 | Cc1cc(C(F)(F)F)c(C#N)c(SCC(=O)Nc2nc3cc(Br)ccc3s2)n1 | -65 | -6 | 8 | 1.2 | 0.1 | 6 | -18 | 0.7 | -42
15 | CN1CCN(CCC(=O)Nc2cccc(Br)c2)CC1 | -4 | -1 | 26 | 0.4 | 0.4 | -15 | -20 | -0.39 | -8
16 | CCOc1ccc(OCCSc2nnnn2C2CCCCC2)cc1 | -16 | -7 | 24 | -0.7 | 0.0 | 1 | -15 | . | 15
17 | CN1CCC(=NNC(=O)C(=O)NC(C)(C)C)CC1 | -6 | 4 | 3 | 0.1 | -1.3 | -7 | -25[20 µM] | . | -14
18 | CC(C)C(=O)NCCn1ccc2ccccc21 | -9 | 3 | 6 | 0.8 | 0.5 | 3 | -16 | 1.1 | -5
19 | CCOC(=O)C1CCCN(c2c(NCCCN3CCCC(C)C3)c(=O)c2=O)C1 (centres undefined) | -23 | -4 | -1 | 0.5 | -0.2 | 3 | -18 | 1.1 | -25
20 | Cc1cccc2c3c([nH]c12)C(=O)CC(C)(C)S3 | -9 | -5 | 16 | 0.7 | -0.5 | -1 | -27 | 0.0047 | -86
21 | CCOC(=O)c1ccccc1OCc1cc(/C=N/NC(=O)c2cccnc2)ccc1OC | -1 | 0 | 8 | 0.4 | 1.3 | -16 | -8 | -1.3 | -2
22 | COc1ccc(OC)c(NC(=O)c2ccc(OC3CSC3)cc2)c1 | 11 | -2 | -16 | -0.4 | -2.2 | 0 | -16 | 0.027 | 13
23 | O=C(Nc1nc2nccc(-c3ccccc3)n2n1)c1ccc(F)cc1 | -7 | -2 | 29 | 0.4 | 0.1 | -13 | -23 | 0.46 | -18
24 | CC(C)Oc1cccc(C(=O)O)c1 | -28 | 2 | 9 | 1.0 | 0.0 | 6 | -9 | . | -18
25 | Brc1ccc(-c2ccc(/C=N/Nc3nc(N4CCOCC4)nc(N4CCOCC4)n3)o2)cc1 | -8 | . | 22 | 0.8 | -0.6 | -6 | -7 | -0.21 | -88

Random excerpt: 7 records from the list
item | Structure | EBV gp42 block | Thrombin inh | PPC-1+TRAIL kill | TRPML3 agonist | TRPN1 ag | Tb hexokinase | Furin inhibitor | Cl transport mod | m-calpain inh
13 | O=C1CCCC(=NCc2ccco2)C1 | -10 | 3 | 21 | 1.0 | -0.9 | -12 | -22 | . | -24
25 | Brc1ccc(-c2ccc(/C=N/Nc3nc(N4CCOCC4)nc(N4CCOCC4)n3)o2)cc1 | -8 | . | 22 | 0.8 | -0.6 | -6 | -7 | -0.21 | -88
19 | CCOC(=O)C1CCCN(c2c(NCCCN3CCCC(C)C3)c(=O)c2=O)C1 (centres undefined) | -23 | -4 | -1 | 0.5 | -0.2 | 3 | -18 | 1.1 | -25
20 | Cc1cccc2c3c([nH]c12)C(=O)CC(C)(C)S3 | -9 | -5 | 16 | 0.7 | -0.5 | -1 | -27 | 0.0047 | -86
18 | CC(C)C(=O)NCCn1ccc2ccccc21 | -9 | 3 | 6 | 0.8 | 0.5 | 3 | -16 | 1.1 | -5
2 | CCN(CC)CCC(C)OC(=O)c1ccc(O)cc1O (centres undefined) | -9 | -12 | 9 | 1.2 | 2.3 | -10 | -28 | -0.29 | -19
16 | CCOc1ccc(OCCSc2nnnn2C2CCCCC2)cc1 | -16 | -7 | 24 | -0.7 | 0.0 | 1 | -15 | . | 15

Next section
item | Structure | EBV gp42 block | Thrombin inh | PPC-1+TRAIL kill | TRPML3 agonist | TRPN1 ag | Tb hexokinase | Furin inhibitor | Cl transport mod | m-calpain inh
26 | COc1ccc(S(=O)(=O)N2CCCC(C(F)(F)F)C2)cc1 (centres undefined) | -8 | -6 | -13 | 1.5 | 1.3 | 8 | -11 | -0.18 | 37
27 | COCCN1C=C(C(=O)OC)C(c2ccc(Cl)cc2)C(C(=O)OC)=C1 | -6 | -21 | -8 | -0.7 | -1.0 | -6 | -70 | 0.41 | i
28 | CCc1cccc(NC(=O)c2ccc(NS(=O)(=O)c3c(C)noc3C)cc2)c1 | -8 | 2 | 17 | 0.1 | 1.6 | -3 | -14 | -0.024 | -2
29 | COc1ccc(/C=C/C(=O)NCCc2nc3ccccc3[nH]2)cc1 | -5 | 1 | 8 | -0.2 | 1.1 | -5 | -16 | -0.28 | 24
30 | NC(=O)CC(O)c1cccc(Cl)c1 (centres undefined) | -25 | 3 | 8 | -0.1 | 0.5 | 2 | -14 | 1.5 | -5
31 | O=S(=O)(NCC1NCCc2ccccc21)c1ccccc1 (centres undefined) | -18 | -12 | 12 | 0.0 | -0.2 | 4 | -18 | -1.2 | -6
32 | O=C1c2ccncc2C(=O)N1c1cccc(Cl)c1 | -9 | -3 | -6 | 0.1 | -0.6 | -2 | -17 | 0.78 | -17
33 | CCOC(=O)c1sc(NC(=O)C2CCCO2)c(C(=O)OC)c1C (centres undefined) | . | . | . | 0.3 | 0.4 | 2 | -20[20 µM] | . | .
34 | Cc1c(N=NC2=C(O)CC(C)(C)CC2=O)c(=O)n(-c2ccccc2)n1C | -43 | -9 | . | 0.9 | 0.4 | -5 | -2 | 0.37 | 30
35 | CCCC(=O)NC(C)C(c1cccs1)N1CCN(C)CC1 (centres undefined) | -18 | 4 | 26 | 0.2 | 1.0 | -6 | -11 | 0.32 | -15
36 | CCN1C(=O)C(C(=O)NC(C)c2ccccc2)C2CC1(C)Oc1ccccc12 (centres undefined) | -6 | 2 | -5 | -0.3 | -1.6 | -1 | -14 | -1.3 | -16
37 | O=C(C1CCN(S(=O)(=O)N2CCOCC2)CC1)N1CCN(c2ccccc2)CC1 | -22 | 1 | 12 | 0.7 | 0.8 | 40 | -5 | 0.38 | 4
38 | CCC(=O)NCCc1nc2cc(NC(=O)c3cccs3)ccc2n1C | -2 | -6 | 5 | 1.4 | 0.3 | -5 | -19 | 0.69 | -6
39 | O=C(CSc1nnc(COc2ccccc2)n1-c1ccccc1)c1cccs1 | -6 | -3 | -19 | -0.7 | 1.2 | 6 | -2 | -2.5 | 31
40 | CCOC(=O)c1snc(C(=O)NC2CCCCC2)c1N | 6 | -7 | 1 | -0.3 | -0.3 | -11 | -18 | 0.055 | -219
41 | CC(C)(C)C(=O)NC(=S)NNC(=O)c1ccncc1 | -5 | 1 | -8 | 1.0 | 0.4 | -16 | -19 | 0.73 | -1
42 | O=C(CSc1ccccn1)N/N=C/c1cc([N+](=O)[O-])ccc1O | -6 | 3 | -11 | 0.9 | 0.7 | -29 | -26 | 0.94 | 3
43 | CC(C)OCCCNC(=O)CN1C(=O)/C(=C/c2ccccc2)Sc2ccccc21 | -5 | -7 | -5 | -0.2 | -1.0 | 22 | 6 | -1.8 | 23
44 | CCSc1nnc(NC(=O)c2cc(C)on2)s1 | -20 | -5 | -2 | -0.1 | -0.3 | -11 | -3[20 µM] | 0.02 | -40
45 | O=C(Cc1ccc(F)cc1)Nc1ccccc1Sc1ccccc1 | -18 | -3 | 8 | -0.3 | -1.6 | 3 | -20 | 0.34 | 15
46 | CCCCCCS(=O)[C@H]1CS(=O)(=O)C[C@@H]1S(=O)CCCCCC (some centres undefined) | -4 | -2 | 5 | -0.2 | 0.2 | 11 | -10 | 0.63 | 24
47 | CC(=O)Nc1ccc(NC(=O)C(C)OC(=O)CNC(=O)c2sc3ccccc3c2Cl)cc1 (centres undefined) | -10 | -13 | 11 | 0.9 | 0.9 | 1 | -20 | 0.41 | -11
48 | COc1ccc(C(=O)c2ccccc2Cl)cc1 | -29 | 1 | -13 | -0.4 | -1.2 | -4 | -3[20 µM] | . | -18
49 | CCc1ccc(OC(C)c2nnc(SCC(=O)Nc3ncccc3C)n2C)cc1 (centres undefined) | -7 | -3 | 10 | 0.6 | 0.6 | -8 | -3 | -1.9 | 24
50 | O=C(NCc1cccs1)c1cccnc1Cl | -3 | -12 | 20 | 0.7 | 0.7 | -10 | -18 | 1.1 | -6
51 | CCCCCCNCc1ccc(Br)cc1 | -17 | -4 | -2 | 0.5 | 0.3 | 6 | -3[20 µM] | 0.0026 | 1
52 | CCCOc1ccc(OCCSc2ncccn2)cc1 | -13 | -6 | 16 | -0.1 | -1.2 | 1 | -12[20 µM] | . | 17
53 | COCCNC(=O)c1ccc(C(=O)C(=O)c2ccccc2)cc1 | -4 | 0 | 1 | 1.1 | 0.2 | -5 | -13 | 1.9 | 7

Some of these compounds in order of their number in Cl transport mod, highest first.
#	mol	Cl transport mod
53	COCCNC(=O)c1ccc(C(=O)C(=O)c2ccccc2)cc1	1.9
30	NC(=O)CC(O)c1cccc(Cl)c1 (centres undefined)	1.5
40	CCOC(=O)c1snc(C(=O)NC2CCCCC2)c1N	0.055
28	CCc1cccc(NC(=O)c2ccc(NS(=O)(=O)c3c(C)noc3C)cc2)c1	-0.024
